Screens: PubChem BioAssay, National Center for Advancing Translational Sciences (NCATS)
Coupling enz: qHTS Assay for Inhibitors of Fructose-1,6-bisphosphate Aldolase from Giardia Lamblia: Coupling assay counterscreen; coupling enzyme system counterscreen, AmpLite Red fluorescence; activity change, negative = inhibition, % at 58.2 µM, hits read low; 290,000 tested, 0.67% active; AID 2472, 2010; in the data active = activity change below about -30%; note: % is set by controls: 0 for no effect and ±100 for the full control effect
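First, compound is pin-transferred into glyceraldehyde-3-phosphate coupling-enzyme reagent at 57.5 uM final and held 10 min at RT. Next, substrate, coupling system and AmpLite Red are added. After 20 min RT, fluorescence (525/598 nm) is read.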
KCNH2 3.1 inh: qHTS for Inhibitors of KCHN2 3.1: Mutant qHTS; Potassium voltage-gated channel subfamily H member 2, brain isoform KCNH2 3.1 (human); U2OS KCNH2 3.1, thallium flux FluxOr; hits give low values; activity change, % (tested at about 1.8 µM); 340,000 tested, 0.95% active; AID 720553, 2013;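 active = maximum activity change below -70%; inconclusive = maximum activity change from -70% to -50%; inactive = maximum activity change above -50%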;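 note: thallium influx rate constant from kinetic fluorescence after stimulation buffer; % is set by controls: 0 for no effect and ±100 for the full control effect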
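Normalized rate constant (relative to positive and negative DMSO controls) derived from a 2 min kinetic fluorescence read after stimulation; U2OS cells expressing the 3.1 isoform via virus at 1.77 x 10^8 /mL.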
NPC1 promoter act: qHTS Assay for NPC1 Promoter Activators | Huh7 NPC1 promoter luciferase reporter, 24 h | Potency, µM (doses to about 9.22 µM), without a hit: at the top dose activation, most hits filed as activators | 320,000 tested, 2.4% active | AID 485313, 2010;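 note: potency is the fitted concentration of half-maximal effect; % of control where 0% means no effect; nearly all actives have a fitted effect of over 60% in size; reporter is driven by a mutant NPC1 promoter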
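Stably transfected Huh7 (NPC1 promoter→luciferase), 1500 cells/well in Opti-MEM + 10% FBS, 2 h settle, then compound 24 h at 37 °C. Luminescence after 10 min with Amplite reagent.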
FLuc modulator: qHTS profiling assay for firefly luciferase inhibitor/activator using purifed enzyme and Km concentrations of substrates (counterscreen for miR-21 project). purified FLuc, Km substrates, luminescence inhibition. Luciferin 4-monooxygenase (Photinus pyralis), P08659. 360,000 tested, 6.9% active. Potency, µM (series often up to 57.5 µM), for the others: top-dose activity change, negative = inhibition, hits mostly inhibitors;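 note: potency is the fitted concentration of half-maximal effect; plate controls were vehicle for no effect and reference inhibitor for full effect; nearly all actives have a fitted effect of over 55% in size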
Target sequence (P08659 whole entry, looked up): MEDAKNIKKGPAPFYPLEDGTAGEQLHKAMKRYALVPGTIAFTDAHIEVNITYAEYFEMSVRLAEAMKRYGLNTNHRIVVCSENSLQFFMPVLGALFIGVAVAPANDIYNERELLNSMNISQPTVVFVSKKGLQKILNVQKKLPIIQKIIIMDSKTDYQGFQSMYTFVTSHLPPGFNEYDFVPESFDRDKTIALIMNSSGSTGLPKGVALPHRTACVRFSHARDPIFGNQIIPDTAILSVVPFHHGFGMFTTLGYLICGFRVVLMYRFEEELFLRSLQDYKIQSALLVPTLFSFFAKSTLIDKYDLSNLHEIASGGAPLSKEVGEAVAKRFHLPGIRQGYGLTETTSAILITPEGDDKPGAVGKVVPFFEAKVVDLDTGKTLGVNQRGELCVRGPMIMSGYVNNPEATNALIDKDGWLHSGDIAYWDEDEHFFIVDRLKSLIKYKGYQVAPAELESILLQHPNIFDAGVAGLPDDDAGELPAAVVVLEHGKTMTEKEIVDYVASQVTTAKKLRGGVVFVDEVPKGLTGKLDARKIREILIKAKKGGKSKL
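Purified P. pyralis luciferase (10nM final) with 10uM D-luciferin and 10uM ATP (Km levels) in 50mM Tris acetate pH 7.5, 10mM Mg acetate, 0.01% Tween-20, 0.05% BSA; qHTS 6-point titration, ~60 µM downward; luminescence read.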
ELG1 genotoxic: qHTS screen for small molecules that induce genotoxicity in human embryonic kidney (HEK293T) cells expressing luciferase-tagged ELG1 | HEK293T ELG1-luciferase reporter, luminescence, 16 h | AID 504466, 2011 | 330,000 tested, 1.3% active | Potency, µM (titrated, usually from 46 µM), for the others: at the highest dose activity change, positive = activation, most hits filed as activators; note: potency is the fitted concentration of half-maximal effect; % of control where 0% means no effect; nearly all actives have a fitted effect of over 60% in size
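HEK293T cells expressing luciferase-tagged ELG1 were treated with compound or DMSO for 16 hr at 37°C. Luciferase activity was then read after 30 min with ONE-Glo at room temperature; rising signal flags genetic stress.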
Giardia killer: Small Molecules that selectively kill Giardia lamblia: qHTS; 340,000 tested, 0.15% active; activity change, % at 7.66 µM, hits read low; Giardia lamblia trophozoite viability; in the data active = activity change below about -80%; inconclusive = between about -30% and that limit;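 note: parasites exposed to compound for two days anaerobically before the ATP read; % is set by controls: 0 for no effect and ±100 for the full control effect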
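Killing of trophozoites was scored by loss of ATP luminescence after a 48 hrs anaerobic exposure to compounds at 37 deg C, using 100 cells per well.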
Rab9 promoter act: qHTS Assay for Rab9 Promoter Activators | Huh7 Rab9 promoter-luciferase reporter, luminescence, 24 h | Potency, µM (series often up to 9.22 µM), inactives show top-dose activation, negative = inhibition, actives largely listed as activators | 320,000 tested, 2.8% active | AID 485297, 2010; note: potency is the fitted concentration of half-maximal effect; % of control where 0% means no effect; nearly all actives have a fitted effect of over 60% in size
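Measured in stably transfected Huh7 cells bearing a Rab9 promoter–luciferase construct: 24 h compound treatment at 37 °C, followed by luminescence detection.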
Tb PFK block: qHTS Assay to Find Inhibitors of T. brucei phosphofructokinase. T. brucei PFK, ADP-Glo luminescence. Potency, µM (highest dose often 57.5 µM), inactives show top-dose activity, negative = inhibition, most hits filed as inhibitors. 330,000 tested, 0.17% active. AID 485367, 2010;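 note: potency is the fitted concentration of half-maximal effect; 0% = uninhibited 1x PFK enzyme wells and -100% = no-enzyme wells; nearly all actives have a fitted effect of over 60% in size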
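Luminescent ADP detection (ADP-Glo, two-step: ATP depletion then ADP-to-ATP conversion for luciferase) reported PFK activity after 45 min room-temperature reaction of 1.25 nM enzyme with 0.5 mM F6P and 0.1 mM ATP at pH 8.0.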
Gal4-VP16 FLuc: VP16 counterscreen qHTS for inhibitors of ROR gamma transcriptional activity; Drosophila S2 Gal4-VP16 UAS-luciferase, luminescence, 20 h; Potency, µM (series often up to 53.6 µM), without a hit: top-dose activity, negative = inhibition, hits mostly inhibitors; 310,000 tested, 3.5% active; AID 2546, 2010;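 note: Gal4-VP16 expression switched on by copper sulfate through the metallothionein promoter; potency is the fitted concentration of half-maximal effect; % is set by controls: 0 for no effect and ±100 for the full control effect; nearly all actives have a fitted effect of over 50% in size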
uPA surface inh: qHTS for Inhibitors of Cell Surface uPA Generation; Potency, µM (highest dose often 38.3 µM), without a hit: top-dose activity change, negative = inhibition, hits mostly inhibitors; cell surface uPA generation assay, qHTS; 330,000 tested, 0.31% active; AID 540303, 2011; active = well fitted inhibition curve with a large enough effect; inconclusive = small, poorly fitted or top-dose-only effect; inactive = no such curve, though single readings can be large or run the other way; tested in mouse RAW 264.7 cells; note: potency is the fitted concentration of half-maximal effect; % is set by controls: 0 for no effect and ±100 for the full control effect; nearly all actives have a fitted effect of over 55% in size
RORg inh: qHTS for inhibitors of ROR gamma transcriptional activity. Drosophila S2 Gal4-RORgamma UAS-luciferase reporter, 20 h. 310,000 tested, 5.4% active. Potency, µM (top dose mostly 53.6 µM), without a hit: at the highest dose activity change, negative = inhibition, hits mostly inhibitors; note: potency is the fitted concentration of half-maximal effect; % is set by controls: 0 for no effect and ±100 for the full control effect; nearly all actives have a fitted effect of over 60% in size
Target sequence (P51450 whole entry, looked up, the tested form may be a part): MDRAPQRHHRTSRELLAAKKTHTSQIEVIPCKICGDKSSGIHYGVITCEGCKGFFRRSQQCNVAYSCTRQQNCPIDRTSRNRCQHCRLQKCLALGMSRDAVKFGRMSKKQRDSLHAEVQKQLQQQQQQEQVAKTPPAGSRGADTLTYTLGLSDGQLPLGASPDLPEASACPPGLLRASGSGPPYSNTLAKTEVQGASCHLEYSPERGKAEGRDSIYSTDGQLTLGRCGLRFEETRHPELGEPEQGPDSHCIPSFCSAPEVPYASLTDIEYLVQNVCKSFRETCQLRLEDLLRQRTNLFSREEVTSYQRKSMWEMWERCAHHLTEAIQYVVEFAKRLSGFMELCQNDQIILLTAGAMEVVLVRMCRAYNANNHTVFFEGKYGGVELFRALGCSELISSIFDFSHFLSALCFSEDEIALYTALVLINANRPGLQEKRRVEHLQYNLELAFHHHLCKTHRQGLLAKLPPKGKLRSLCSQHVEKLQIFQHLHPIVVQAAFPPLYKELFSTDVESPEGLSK
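Read-out: Photinus luciferase luminescence; inhibitors lower reporter signal. Insect Schneider cells with Gal4-ROR gamma fusion under metallothionein promoter, UAS reporter; 700 uM final copper sulfate induction, 20 hr, ambient temperature.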
* hit, by the source's call; ? = inconclusive; nt = no result given; & = joins results of further samples; [ ] = remark or other dose. Unless noted, calls come from the whole dose curve; as a rule, active = well fitted curve in the direction sought with a large enough effect; inconclusive = small, poorly fitted or top-dose-only effect, or another doubt; inactive = no such curve, though single readings can be large; an effect the other way counts as inactive or inconclusive.

SMILES	Coupling enz	KCNH2 3.1 inh	NPC1 promoter act	FLuc modulator	ELG1 genotoxic	Giardia killer	Rab9 promoter act	Tb PFK block	Gal4-VP16 FLuc	uPA surface inh	RORg inh
CCOC(=O)N1CCC(NC(=O)C2CCN(S(=O)(=O)c3c(C)noc3C)CC2)CC1	2	1	-1%	7%	-2%	9	-1%	2%	0%	3%	19%
COc1ccc2c(c1)O[C@@H](c1ccc3c(c1)OCO3)[C@H](OC(=O)Nc1cc(OC)c(OC)c(OC)c1)C2=O	-1&-5	nt	-7%	?	?	nt	-2%	0%	2%&5%	nt	-6%&34%
CC(=O)Nc1nonc1NC(C)=O	-1	7	-3%	1%	2%	-8	0%	3%	-3%	0%	-22%
CCNc1nc(NC(C)(C)C)nc(SCC(N)=O)n1	0	14	-2%	-1%	3%	5	2%	1%	0%	-1%	4%
O=C(Nc1cccc2ccccc12)C1CCN(C(=O)Cc2ccccc2)CC1	0	-6	-2%	5%	-1%	0	-2%	-2%	-16%	8%	-34%
CC(C)(C)NC(=O)CN(CCN1CCOCC1)C(=O)CNS(=O)(=O)c1ccc(Cl)cc1	1	12	-8%	1%	-2%	?	-5%	-5%	4%	4%	-4%
O=C(NC1CC1)c1ccc2c(c1)ncn2C1CCCC1	6	20	?	?	13%	-14	23%	-2%	-1%	-2%	-12%
CCOC(=O)C1=NNC2(c3ccc(C)cc3)C(=O)N(c3ccc(Cl)cc3)C(=O)C12 (stereo not given)	0	-19	-1%	0%	-1%	-7	-1%	0%	7%	6%	-5%
Cc1ccccc1Cn1nc(C)c(NC(=O)C(F)(F)F)c1C	0	11	-2%	3%	0%	10	-1%	-4%	-4%	4%	30%
COc1ccc(OC)c(S(=O)(=O)Nc2ccc(O)c3ccccc23)c1	-58*	16	-1%	-6%	-43%[inhibitor]	16	-13%	-25%	4%[0.365 µM]	-15%	10µM*
CCCn1nc(NC(=O)c2cccs2)c2cc3cc(C)ccc3nc21	-9	-6	6%	6.7µM*	-3%	13	-1%	1%	-8%	4%	12%
COc1ccc(OC)c(NC(=O)/C=C/c2ccccc2[N+](=O)[O-])c1	-5	16	-2%	?	0%	3	1%	3%	-9%	3%	?
CCC(=O)Nc1cccc(NC(=O)CSc2nnnn2Cc2ccccc2)c1	5	-6	-5%	4%	-2%	-11	-1%	-1%	-8%	6%	8%
COc1ccc(CNC(=O)CCN2C(=S)NC(C)(C)CC2C)cc1 (stereo not given)	1	-14	-9%	1%	0%	-11	10%	3%	13%	5%	?
O=C(c1ccc(COc2ccc(F)cc2)o1)n1cccn1	2	17	0%	24µM*	2%	-10	-3%	4%	-9%	1%	21%
CC(CCc1ccccc1)N1CCN(Cc2ccccc2)CC1 (stereo not given)	-1	-37	2%	-3%	-5%	3	-6%	2%	-5%	3%	-9%
NC(=O)C1CCN(CC(=O)Nc2ccccc2Sc2ccccc2)CC1	4	10	-1%	3%	-2%	13	-1%	3%	-4%	-5%	28%
O=C(NCCO)c1cccc(S(=O)(=O)N2CCCCC2)c1	-2	-9	1%	-1%	0%	14	-6%	0%	-3%	6%	-6%
COc1ccc(-c2csc3nc(C)nc(N4CCCCC4)c23)cc1OC	9	-27	-2%	-18%	-8%	1	1%	1%	10%	-3%	10µM*
CCCC(=O)Nc1c2c(nn1-c1ccc([N+](=O)[O-])cc1)CS(=O)(=O)C2	4	-5	0%	-1%	-1%	-23	-4%	1%	1%	-2%	9%
O=C(Nc1ccccn1)c1cc(-n2cnnc2)ccc1Cl	0	-2	11%	-1%	-1%	8	-1%	-3%	-8%	1%	-29%
CCOC(=O)C1CCCN(c2ccc(NC(=O)c3snc4c(=O)[nH]cnc34)cc2)C1 (stereo not given)	0	-11	0%	?	1%	-1	2%	7%	-11%	-2%	27%
COCCCNC(=O)c1cc(OC)c(OC)c(OC)c1	-2	2	-1%	-2%	5%	-14	1%	-1%	0%	6%	-9%
CC(C)Nc1nc(NC(C)C)nc(Nn2cnnc2)n1	2	16	-5%	1%	0%	0	-4%	2%	-15%	-2%	-14%
CC1CC(=O)c2cnc(Nc3ccccc3)nc2C1 (stereo not given)	4	1	3.2µM*	9.5µM*	5.8µM*	-23	3.5µM*	-5%	-3%	nt	26%
CNc1cnn(-c2ccc(C)cc2)c(=O)c1Sc1ccc(C)cc1	2	-14	0%	-1%	2%	9	1%	-8%	2%	-7%	21%
CCCC[n+]1ccn(C2=C([O-])c3ccccc3C(=O)/C2=N\S(=O)(=O)c2ccc(Br)cc2)c1	-59*	-41	1%	-5%	0%	41[activator]	0%	1%	?	-7%	-43%
CC(=O)N1c2ccc(S(=O)(=O)N3CCCCC3)cc2CC1C(=O)Nc1cccc(C)c1 (stereo not given)	nt	-2	-2%	0%	-5%	14	-7%	2%	4%	-6%	7%
COCCCNC(=O)C(=O)N/N=C/c1cc2c(cc1Br)OCO2	0	1	-1%	-2%	2%	-15	-1%	0%	-19%	-6%	10%
Cc1cccc(N2CCN(C(=O)c3cc(COc4ccc(F)c(F)c4)on3)CC2)n1	nt	0	15%	?	9%	1	27%	-2%	?	0%	?
COc1cc(CC(NC(C)=O)C(=O)NC2CCN(C(=O)Nc3ccccc3Cl)CC2)cc(OC)c1 (stereo not given)	4	2	-2%	1%	0%	0	-6%	-2%	-9%	4%	3%
Cn1c(=O)[nH]c(=O)c2[nH]c(NCCCN3CCOCC3)nc21	2	4	-2%	9%	2%	6	-6%	0%	-15%	12%	-14%
CCOc1ccc(NC(=O)CSc2nnc(NC(=O)C3CC3)s2)cc1	1	-17	-4%	-2%	?	-13	0%	18%	-2%	-2%	?
CC(=O)N1CCc2cc(S(=O)(=O)CCC(=O)NCCc3ccccc3)ccc21	nt	-2	-1%	0%	2%	-9	-3%	0%	-8%	-11%	-3%
COc1ccc(-c2cc(C(F)(F)F)n3nc(C(=O)N(C)Cc4ccccc4)cc3n2)cc1OC	-3	-3	0%	-4%	-6%	16	-10%	-7%	-24%	-3%	15%
O=C(CN1C(=O)NC2(CCCC2)C1=O)Nc1nc2ccccc2[nH]1	nt	11	-5%	1%	0%	2	0%	28%	nt	-1%	nt
CCc1ccc(NC(=O)C2CCCN(S(=O)(=O)c3cccnc3)C2)cc1 (stereo not given)	6	14	0%	-1%	1%	47[activator]	1%	2%	-3%	3%	29%
O=C(Nc1cccnc1Cl)c1cc(-c2ccco2)on1	2	-11	5%	5.4µM*	16µM*	-19	?	-1%	17%	3%	18%
COCC(C)N=Cc1c(O)[nH]c2ccccc12 (stereo not given)	3	0	-2%	5%	0%	24	-5%	-8%	-4%	5%	-9%
COCCN1Cc2cccc(C(=O)N3CCN(c4cc(C)ccc4C)CC3)c2C1=O	1	2	0%	-3%	-4%	12	-6%	1%	3%	-6%	13%
Cc1ccc(C(=O)Nc2ccccc2N2CCN(C(=O)C(C)C)CC2)cc1	-2	-20	16%	-1%	-12%	0	-1%	5%	21%	1%	1%
COc1c2occc2c(OC)c2c(=O)cc(C(F)(F)C(F)(F)F)oc12	8	-4	1%	0%	-4%	-1	4%	-2%	1%	12%	13%
COc1ccc(-c2nc3ccc(C)cn3c2NCc2ccccc2)cc1SC1CCCCC1	nt	-21	-10%	-9%	0%	3	-7%	-8%	nt	3.2µM*	nt
O=C(OCC#CCSc1nnc(-c2ccccc2)o1)c1cccs1	-1	-3	-2%	?	9%	0	16%	2%	0%	nt	29%
CS(=O)(=O)Nc1ccccc1C(=O)Nc1ccccc1C(=O)N1CCCC1	0	0	4%	4%	-6%	20	2%	-3%	-14%	1%	-20%
CC1(C)Cc2ccccc2C(NNC(=O)c2ccncc2)=N1	nt	-12	0%	2%	0%	-20	-3%	-1%	3%	4%	-14%
Cn1c(SCC(=O)Nc2cc(C(C)(C)C)nn2-c2ccccc2)nc2ccccc21	-1	-15	-2%	3%	-4%	10	-2%	-3%	-22%	-8%	38%
CCN1/C(=C2\C(=O)N(C)C(=S)N2C)C=Cc2cc(C)ccc21	-6	1	-5%	?	1%	0	-12%	-21%	-19%	1%	-35%
